Bioassay records (PubChem BioAssay)
PLAP inhibitors HTS = PLAP enzyme inhibitors, biochemical, luminescence, HTS (AID 690) | purified PLAP, luminescent substrate; higher % means a stronger effect | inhibition, % at 20 µM; hits with a dose series show IC50 in µM | hit rate 0.08% among 96,000; in the data active = a potency from the dose series; inactive = the rest, 99 in 100 with inhibition below about 30%; also: strong numbers were not always called active
Bcl-B displacement = displacers of TR3 peptide from Bcl-B, primary screen, selectivity assay for Bfl-1 inhibitor project, biochemical, fluorescence polarization; AID 748, 2007; hit rate 0.11% among 96,000; displacement, % at 20 µM, or IC50 in µM where a hit was titrated; FP displacement of FITC-TR3 peptide from Bcl-B; higher % means a stronger effect;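 active = displacement above 50% at 20 µM plus a fluorescence interference ratio under 1.5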;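 also: plate controls were wells without compound for no effect and wells lacking Bcl-B protein for full effect; a part of the inactive calls stands beside numbers as strong as those of hits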
NFkB transloc inh = inhibitors of IL-1B driven NFkB p65 nuclear import, primary screen, imaging, HUVEC, IL-1B stimulus, high-content imaging; HUVEC IL-1B NFkB p65 nuclear translocation imaging; inhibition, % at 2 µM; hit rate 0.43% among 94,000;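 active = inhibition above about 30% together with a positive call from visual inspection of the well image, limit read from the data; inconclusive = inhibition above a set limit but visual check negative; inactive = inhibition not above a set limit, visual check negative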;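 also: nuclear over cytoplasmic p65 intensity ratio measured by imaging; 0% = IL-1B stimulated DMSO wells and 100% = unstimulated DMSO wells; values of inactives mirror those of a sister screen read the other way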
MRP reversal = reversal of MRP1-mediated doxorubicin resistance, primary screen, H69AR cells, doxorubicin co-treatment; hit rate 0.04% among 85,000; differential viability (reversal), % at 10 µM; H69AR cells + 2 uM doxorubicin, CellTiter-Glo, 72 h; AID 602, 2007;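 active = viability drop by adding the cancer drug above about 55%, with treated viability meeting a 40% cutoff, limit read from the data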;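 also: viability without doxorubicin minus viability with 2 µM doxorubicin for each compound; larger differential means the compound sensitizes cells more to doxorubicin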
NFkB transloc pot = enhancers of NFkB p65 translocation in HUVEC – imaging, IL-1B stimulus, high-content imaging, primary screen. AID 819, 2007. HUVEC IL-1B NFkB p65 nuclear translocation imaging. hit rate 0.3% among 94,000. activation, % at 2 µM;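 active = activation above 40%, about the mean plus 3 SD, also judged a hit on visual image review; inconclusive = activation above 40% but not a hit on visual review; inactive = activation not above 40% and no visual hit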;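 also: percent activation is computed from the nuclear over cytoplasmic p65 intensity ratio; values of inactives mirror those of a sister screen read the other way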
MRP reversal cytotoxicity = also measured in MRP reversal; calls as there; viability, %; H69AR cells, CellTiter-Glo, 72 h; measured here: cytotoxicity without doxorubicin
MRP reversal with doxorubicin = also measured in MRP reversal; calls as there; viability, %; measured here: viability with 2 uM doxorubicin; hits give low values
NFkB transloc inh cell count 2 µM = second read-out of NFkB transloc inh, no call of its own (marks repeat the call); cell count; measured here: cells passing quality filter;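 raw number of nuclei counted in each imaged well without normalization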
NFkB transloc pot cell count 2 µM = further read-out of NFkB transloc pot, marked with its call; cell count; measured here: cells passing quality filter
An asterisk follows results filed as active; u = inconclusive; x = not tested or not shown. An excerpt, so the mix of outcomes need not match the whole.

SMILES	PLAP inhibitors HTS	Bcl-B displacement	NFkB transloc inh	NFkB transloc inh cell count 2 µM	MRP reversal	MRP reversal cytotoxicity	MRP reversal with doxorubicin	NFkB transloc pot	NFkB transloc pot cell count 2 µM
Cc1ccc(OCC(=O)NN=C2c3ccccc3-c3ccccc32)cc1	-14%	-4%	2	122	x	x	x	-2	122
COc1ccc(NC(=O)C(F)(F)F)cc1OC	2%	5%	-54	60	-39	77	116	u	x
COC(=O)c1cc(C#N)c(Oc2ccccc2OC)nc1C	-31%	3%	-11	123	x	x	x	11	123
Cc1ccc(S(=O)(=O)N(CC(=O)N2CCC(C)CC2)Cc2ccccc2F)cc1	-76%	2%	8	150	21	101	81	-8	150
O=C(c1cc(C2CC2)nc2ccc(Br)cc12)N1N=C(C(F)F)CC1(O)C(F)F (configuration not stated)	x	x	0	111	-16	17	32	0	111
COc1ccc(-c2cc(C(F)(F)F)c(C#N)c(SCC(=O)Nc3ccccc3C#N)n2)cc1	0%	-154%	1	128	x	x	x	-1	128
CCOC(=O)c1ccccc1NC(=O)CSc1nc2ccccc2o1	3%	0%	x	x	10	91	81	x	x
Nc1ccc(N2CCCCCC2)cc1	-7%	38%	x	x	-3	2	5	x	x
CCOC(=O)c1ccccc1NC(=O)Cn1cnc2c(cnn2-c2ccc(F)cc2)c1=O	4%	-18%	-22	170	x	x	x	22	170
Cn1c(=O)cc(N2CCc3ccccc32)[nH]c1=O	-2%	2%	3	118	3	101	98	-3	118
CCc1nc(N2CCOCC2)c(C#N)c2c1COC(C)(C)C2	-40%	-3%	5	140	-9	75	85	-5	140
Cc1cc(N2CCN(C(=O)c3ccco3)CC2)n2nc(C)c(-c3ccc(Cl)cc3)c2n1	-72%	-17%	x	x	-7	16	23	x	x
CC(Oc1ccc(Cl)cc1Cl)C(=O)OCn1nnc2ccccc2c1=O (configuration not stated)	13%	-20%	17	196	5	101	96	-17	196
CC(C)CN(C(=O)COC(=O)Cc1n[nH]c(=O)c2ccccc12)C1CCS(=O)(=O)C1 (configuration not stated)	-12%	-12%	-16	137	-18	75	92	16	137
CCOC(=O)c1c(C)[nH]c(C)c1C(=O)CSc1nnnn1-c1ccccc1	15%	10%	-7	56	-2	78	80	7	56

Arranged by the number under Bcl-B displacement (low to high): five from the list above.
SMILES	Bcl-B displacement
COc1ccc(-c2cc(C(F)(F)F)c(C#N)c(SCC(=O)Nc3ccccc3C#N)n2)cc1	-154%
CCc1nc(N2CCOCC2)c(C#N)c2c1COC(C)(C)C2	-3%
CCOC(=O)c1ccccc1NC(=O)CSc1nc2ccccc2o1	0%
Cn1c(=O)cc(N2CCc3ccccc32)[nH]c1=O	2%
COc1ccc(NC(=O)C(F)(F)F)cc1OC	5%

A few values from the entries so far:
CCOC(=O)c1ccccc1NC(=O)Cn1cnc2c(cnn2-c2ccc(F)cc2)c1=O in NFkB transloc pot has 22
O=C(c1cc(C2CC2)nc2ccc(Br)cc12)N1N=C(C(F)F)CC1(O)C(F)F (configuration not stated) in NFkB transloc inh has 0

(continued)
SMILES	PLAP inhibitors HTS	Bcl-B displacement	NFkB transloc inh	NFkB transloc inh cell count 2 µM	MRP reversal	MRP reversal cytotoxicity	MRP reversal with doxorubicin	NFkB transloc pot	NFkB transloc pot cell count 2 µM
CCc1nnc(NC(=O)c2cccs2)s1	19%	0%	x	x	-5	104	109	x	x
COc1ccc(CC(=O)NCc2nnc(SCC(=O)N3CCN(c4ccccc4)CC3)n2C)cc1	x	x	-5	149	-7	82	89	5	149
O=C1c2ccc3c4c(ccc(c24)C(=O)N1NC(=O)C(F)(F)F)CC3	8%	5%	-5	157	x	x	x	5	157
O=C1CN(C(=O)c2ccc(Br)o2)C(c2ccc(F)cc2)c2cc(Cl)ccc2N1 (configuration not stated)	-15%	1%	9	142	-14	72	86	-9	142
O=C(Nc1ccccc1Cl)c1cc(S(=O)(=O)N2CCOCC2)cs1	21%	-10%	1	168	14	102	88	-1	168
Cc1cc(NCc2ccco2)n2c(nc3ccccc32)c1C#N	10%	7%	5	108	x	x	x	-5	108
COc1ccccc1Nc1ncnc2ccc(C)cc12	4%	-3%	-18	88	-3	85	88	18	88
NC(=O)c1cnn2c(C(F)(F)F)cc(-c3ccc(F)cc3)nc12	9%	1%	-7	104	-14	58	72	7	104
Cc1c(NC(=O)CSc2nnc(C(C)Oc3ccc(Cl)cc3)n2-c2ccccc2)c(=O)n(-c2ccccc2)n1C (configuration not stated)	-22%	-2%	-12	169	x	x	x	12	169
CCn1c(COc2ccc(C)cc2)nnc1SCc1ccc(C#N)cc1	-8%	-6%	11	135	10	108	98	-11	135
CN(C)CCOC(=O)C1(c2ccccc2)CCCC1	-10%	-2%	-14	114	9	95	86	14	114
CCOC(=O)c1ccc(S(=O)(=O)N2CCN(CC(=O)NC(=O)NC(C)(C)C)CC2)cc1	-76%	-3%	-7	148	x	x	x	7	148
C=CCOc1c2ccc(C(=O)NCc3ccc(OC)cc3)cc2nn1C	-6%	-6%	5	86	x	x	x	-5	86
Cc1ccc(-n2c(-c3ccco3)nc3c(cnn3-c3ccccc3C)c2=O)cc1	12%	6%	-3	196	21	76	55	3	196
C=CCN(CC=C)C(=O)c1ccncc1	-12%	-4%	-20	123	8	88	79	20	123

Overlap with the part before: two entries; new compounds follow.
SMILES	PLAP inhibitors HTS	Bcl-B displacement	NFkB transloc inh	NFkB transloc inh cell count 2 µM	MRP reversal	MRP reversal cytotoxicity	MRP reversal with doxorubicin	NFkB transloc pot	NFkB transloc pot cell count 2 µM
Cc1ccc(-n2c(-c3ccco3)nc3c(cnn3-c3ccccc3C)c2=O)cc1	12%	6%	-3	196	21	76	55	3	196
C=CCN(CC=C)C(=O)c1ccncc1	-12%	-4%	-20	123	8	88	79	20	123
CCOc1ccc2nc(NC(=O)CSc3nnc(-c4ccncc4)n3CC3CCCO3)sc2c1 (configuration not stated)	-17%	7%	x	x	-24	41	65	x	x
O=C(CSc1nnc(-c2ccc(O)cc2)o1)Nc1ccc2c(c1)OCCO2	4%	7%	-6	201	x	x	x	6	201
COc1ccc(N2CCN(CCCNC(=O)CC3Oc4ccc(C)cc4NC3=O)CC2)cc1 (configuration not stated)	-38%	0%	x	x	7	89	81	x	x
Cc1ccccc1CN1CCN(CC2CC3C=CC2C3)CC1 (configuration not stated)	-42%	-18%	-2	129	x	x	x	2	129
Cc1ccccc1S(=O)(=O)NNC(=O)C(=O)NNc1ccccn1	-144%	-2%	-11	121	x	x	x	11	121
O=C(COC(=O)CC12CC3CC(CC(C3)C1)C2)Nc1ncc(Cl)cc1Cl	-45%	40µM*	0	197	16	90	74	0	197
Cc1cc(C)n2nc(CCc3ccccc3)nc2n1	20%	-6%	-9	166	-2	100	102	9	166
CC1(C)CC(=O)C2=C(C1)Oc1nc3ccccc3cc1C2C(C#N)C#N (configuration not stated)	-14%	2%	-1	142	-1	2	2	1	142
c1ccc(CC2CCN(C3=Nc4cccc5cccc3c45)CC2)cc1	27%	69%	-6	162	-22	26	49	6	162
Cc1c(C(=O)Nc2ccc(OC(F)(F)F)cc2)sc2nc3n(c(=O)c12)CCC3	-5%	8%	12	124	x	x	x	-11	124
CN(C)c1ccc(CNn2cnnc2SCc2ccccc2F)cc1	10%	0%	6	135	5	83	78	-6	135
COc1ccc(NC(=O)CCNS(=O)(=O)c2ccc(Br)s2)cc1	20%	5%	-9	189	x	x	x	9	189
CCOc1cccc2cc(C(=O)Nc3nccs3)c(=O)oc12	1%	7%	3	128	x	x	x	-3	128
C#CCSc1nnc(-c2ccc(C)cc2)o1	x	x	8	117	-14	49	63	-8	117
COc1ccc(OC)c(-c2nc3c(C)n[nH]c(=O)c3[nH]2)c1	16%	-2%	-48	135	x	x	x	u	x
CC(=O)NC1C(=O)N(CCc2ccccc2)c2ccc(Br)cc21 (configuration not stated)	-59%	3%	0	173	4	109	105	0	173
COc1cccc(-c2nnc(NC(=O)Cc3cccs3)s2)c1	-11%	-10%	-15	147	-7	91	98	15	147
COc1cc(C(=O)Nc2nc3ccc(S(=O)(=O)N4CCOCC4)cc3s2)cc(OC)c1OC	-23%	-14%	-5	169	-11	69	81	5	169
Cc1ccc(-n2nnc3c(=O)oc4ccccc4c32)cc1	7%	0%	-3	181	-8	106	114	3	181
Cc1cc(NC(=O)CSc2nnc(-c3ccccc3)n2Cc2ccco2)no1	2%	3%	3	158	9	101	91	-3	158
Cc1nn(C(C)C(=O)Nc2sc3c(c2C#N)CCCC3)c(C)c1[N+](=O)[O-] (configuration not stated)	6%	2%	10	139	x	x	x	-10	139
CSc1cc(-c2ccc(Cl)cc2)c(C(=O)NN)s1	-5%	-6%	-3	123	x	x	x	3	123
COc1ccc(CN(CC2CCCO2)C(=O)CN2C(=O)COc3ccccc32)cc1OC (configuration not stated)	x	x	2	73	6	75	69	-2	73
N=c1c(C(=O)NCc2ccc(F)cc2)cc2c(=O)n3ccccc3nc2n1Cc1cccnc1	-66%	49%	-5	176	4	89	84	5	176
CC1CCc2c(sc(NC(=O)C(=O)NCc3ccco3)c2C#N)C1 (configuration not stated)	-74%	0%	-42	54	-4	98	103	42*	54*
Cc1noc(NS(=O)(=O)c2ccc(N/C=C/C(=O)c3ccccc3)cc2)c1C	-12%	-8%	-17	51	-3	76	79	17	51
COc1ccc(/C=N/Nc2nc3ccccc3o2)cc1OC	0%	1%	46*	35*	5	83	78	-46	35
CCC(=O)Nc1cc(C(=O)OCC(=O)c2ccc(Cl)cc2Cl)ccc1C	-6%	-7%	-3	81	x	x	x	3	81
Nc1nc(SCC(=O)NCc2ccccc2)n[nH]1	-2%	5%	-18	183	-8	104	112	17	183
CCOC(=O)N1CCN(C2CC(=O)N(c3ccc(C)cc3)C2=O)CC1 (configuration not stated)	0%	-10%	3	213	2	96	94	-3	213
O=C1CC(Sc2nnnn2C2CCCCC2)C(=O)N1c1ccccc1 (configuration not stated)	x	x	4	151	x	x	x	-4	151
COCCCNC(=O)C1CC(=O)N(C2CCCC2)C1 (configuration not stated)	-4%	-1%	-6	172	-12	90	102	6	172
O=C(COc1ccc(-n2cnnn2)cc1)N1CCN(c2ccc(F)cc2)CC1	18%	-12%	-10	116	22	100	78	10	116
CCCC(=O)Nc1nc(C(=O)OCC)cs1	-10%	-14%	-8	130	-6	97	102	8	130
Cc1oc2c(c1C(=O)Nc1cccc(C(=O)O)c1)CCCC2	-11%	9%	0	173	5	98	93	-1	173
O=c1c2c3c(sc2nc2sc(C4CC4)nn12)CCCC3	-1%	-8%	88*	24*	-14	71	85	-88	24
O=C(NCC(O)CO)c1ccc2[nH]c3ccccc3c2c1 (configuration not stated)	x	x	6	108	-7	85	91	-6	108
COC(=O)c1cc(NC(=O)CC2SCCNC2=O)cc(C(=O)OC)c1 (configuration not stated)	-7%	-5%	-9	138	-8	86	94	9	138
Cc1cc(C(=O)COC(=O)c2n[nH]c3ccccc23)c(C)n1C	-57%	2%	-18	127	-6	89	94	18	127
COc1ccc(C2C=C(c3ccccc3)Nc3nc(CCCO)nn32)cc1 (configuration not stated)	-22%	34%	-21	103	-1	84	85	21	103
C=CCOC(=O)C1=C(C)NC(SCC(=O)NC(=O)OCC)=C(C#N)C1c1cccnc1 (configuration not stated)	-84%	53%	-6	152	2	83	82	6	152
CCOc1cc(CNCc2ccccn2)ccc1OCC(=O)NC1CCCCC1	-102%	5%	16	167	x	x	x	-16	167
O=C(CCl)Oc1ccc2occ(C(=O)c3cccs3)c2c1	4%	17%	4	65	-21	52	74	-4	65
Cn1c(=O)oc2cc(S(=O)(=O)N3CCN(c4cccc(Cl)c4)CC3)ccc21	6%	-64%	x	x	0	24	24	x	x
CCCOc1ccc(Cn2c(O)cc(=O)[nH]c2=O)cc1	-21%	-15%	-7	134	8	92	84	7	134
O=C1CC(c2ccccc2)Cc2nc3nc(C(F)(F)F)nn3cc21 (configuration not stated)	6%	4%	-1	145	4	82	78	1	145
